HSP90 inh: inhibitors of HSP90 luciferase refolding in rabbit reticulocyte lysate; inhibition, % at 5.6 µM; luciferase refolding luminescence, 3 h; actives 0.91% (n = 290,000);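 active = inhibition above the screen-wide mean plus 3 SD, computed separately per campaign, cut at about 16% in these data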;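 note: 0% = DMSO wells and 100% = 60 µM geldanamycin wells; inhibitors lower the luminescence because luciferase stays unfolded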
HSF1 inh: HSF1 inhibition; NIH3T3-HGL HSE-luciferase, MG132-induced, luminescence 8 h; stronger effect = lower value; activity change, negative = inhibition, % at 7.5 µM (by protocol); actives 0.77% (n = 300,000);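 active = more than half of replicate wells show activity change below -50%, luminescence cut by over half; inconclusive = some wells, but at most half, below -50%; inactive = no replicate well below -50%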;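 note: luciferase reports HSF-1 transcriptional activity via heat shock element; 0% = median of DMSO wells and -100% = zero luminescence signal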
PolyA inh: inhibitors of polyadenylation in S. cerevisiae; actives 0.02% (n = 300,000); S. cerevisiae SKY197-pL101 polyadenylation reporter, beta-gal luminescence; efflux-impaired pdr1/pdr3 knockout yeast; score 100 = 6 SD above DMSO; calls only at 12 µM;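 active = lowest replicate activity score at least 50, where 100 means six control SD above control mean; inconclusive = lowest score under 50 but half or more replicates reach 50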;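 note: yeast exposed to compound for 9 h at 30 °C; higher score means more reporter readthrough which indicates perturbed polyadenylation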
Dyrk1A ADPGlo: inhibitors of rat Dyrk1A kinase; Q63470; ADP-Glo luminescence, NFATc1 peptide; inhibition, % at 12.5 µM; actives 0.43% (n = 310,000); AID 504441; in the data active = inhibition above about 50%;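 note: plate controls were vehicle with enzyme for no effect and no enzyme for full effect; many of its hits are not listed in these tables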
AI-2 QS mod: modulates the Vibrio harveyi AI-2 quorum sensing system | actives 0.4% (n = 300,000) | activity change, % at 7.5 µM | AID 2094 | Vibrio harveyi JMH597 AI-2 luminescence/OD600 ratio, 9 h; stronger effect = lower value; strain lacks LuxN and CqsS sensors; 0 = neutral-control median; in the data active = activity change below about -75%, passing the limit was not always enough; inconclusive = no clear call, values can overlap the other calls;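 note: luminescence divided by OD600 gain over 9 h not by final OD600 alone; inactives centre near 13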
GSK3A inh: blocks human GSK-3 alpha kinase; P49840; ADP-Glo luminescence, 60 min; inhibition, % at 10 µM; actives 0.1% (n = 320,000);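 in the data active = inhibition above about 50%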;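 note: GST-tagged GSK-3 alpha with peptide substrate and 25 µM ATP; 0% = DMSO neutral wells and 100% = GW8510 positive control wells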
HDAC3 inh: human HDAC3 inhibition; inhibition, % at 8.3 µM; actives 0.15% (n = 320,000); recombinant HDAC3, fluorogenic peptide/trypsin coupled, fluorescence; O15379; in the data active = inhibition above about 26%, passing the limit was not always enough; inconclusive = no clear call, values can overlap the other calls
Target sequence (O15379 whole entry, looked up): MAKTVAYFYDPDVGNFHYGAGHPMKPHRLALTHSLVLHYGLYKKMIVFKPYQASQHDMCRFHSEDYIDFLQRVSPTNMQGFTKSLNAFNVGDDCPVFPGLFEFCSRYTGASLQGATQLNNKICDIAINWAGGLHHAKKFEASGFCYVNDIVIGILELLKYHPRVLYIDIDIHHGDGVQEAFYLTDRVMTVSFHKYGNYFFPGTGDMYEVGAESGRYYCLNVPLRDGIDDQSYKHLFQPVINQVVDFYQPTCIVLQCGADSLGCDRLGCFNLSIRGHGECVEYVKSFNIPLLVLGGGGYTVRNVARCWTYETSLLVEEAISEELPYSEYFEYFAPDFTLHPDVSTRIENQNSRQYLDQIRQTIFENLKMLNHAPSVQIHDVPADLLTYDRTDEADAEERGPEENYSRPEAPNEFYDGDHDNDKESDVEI
Platelet DG rel: modulates dense granule release in human platelets; human platelet-rich plasma, SFLLRN dense granule ATP release, luminescence; inhibition, %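 (compounds screened at 7.5 µM in platelet-rich plasma)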; actives 0.22% (n = 300,000);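 active = mean replicate score, as percent of positive control, at or above 50; inconclusive = mean below 50 but at least one replicate at or above 50; inactive = mean and every replicate below 50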
GSK3beta inhib: blocks human GSK3beta kinase activity; P49841; GST-GSK3beta kinase, ADP-Glo luminescence, 60 min; stronger effect = lower value; activity score (negative = inhibition), % at 10 µM; actives 0.038% (n = 300,000); AID 2097;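 active = more than half of replicate wells score below -50%, meaning over 50% inhibition versus plate controls; inconclusive = some replicates but at most half score below -50%; inactive = no replicate scores below -50%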;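 note: 0% = median DMSO wells and -100% = median GW8510 positive control wells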
Target sequence (P49841 whole entry, looked up): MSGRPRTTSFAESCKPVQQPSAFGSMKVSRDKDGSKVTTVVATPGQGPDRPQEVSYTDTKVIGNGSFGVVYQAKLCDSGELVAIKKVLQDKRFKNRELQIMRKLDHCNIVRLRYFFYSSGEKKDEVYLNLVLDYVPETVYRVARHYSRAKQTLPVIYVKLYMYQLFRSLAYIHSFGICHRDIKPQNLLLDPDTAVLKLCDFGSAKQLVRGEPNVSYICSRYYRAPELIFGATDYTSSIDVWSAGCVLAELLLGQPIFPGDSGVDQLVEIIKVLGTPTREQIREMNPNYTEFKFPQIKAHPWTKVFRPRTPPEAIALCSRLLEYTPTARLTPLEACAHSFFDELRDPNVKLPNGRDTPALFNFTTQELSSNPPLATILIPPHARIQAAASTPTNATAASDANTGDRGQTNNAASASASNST
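Assay system: GST-tagged human GSK3beta kinase, cell-free; Input: 1.6 ng GSK3beta; Medium: Tris/MgCl2 kinase buffer; Timing: 60 min enzyme reaction, room temperature; Signal: ADP-Glo luminescence quantifying ADP generated by kinase; Evaluation: score relative to plate controls; Benchmarks: DMSO neutral wells and GW8510 at 20 µM as positive.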
HSF-1 act: increases HSF-1 driven luciferase reporter signal | NIH3T3-HGL HSF-1 luciferase reporter, MG132, 8 h; 100% = twice DMSO control signal | activation, % at 9 µM | actives 1.7% (n = 300,000) | AID 504408;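 active = mean replicate activation of at least 50% with a set share of replicates each reaching 50%; inconclusive = only one of those two conditions met; inactive = mean below 50% and too few replicates reaching it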;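 note: 0% = median of the neutral control wells and 100% = twice that signal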
The depositor's hits bear a star; i = inactive; ? = inconclusive; nt = no result given; & = joins results of further samples. A portion of the library; the hit share may differ from the screen's.

| Molecule | HSP90 inh | HSF1 inh | PolyA inh | Dyrk1A ADPGlo | AI-2 QS mod | GSK3A inh | HDAC3 inh | Platelet DG rel | GSK3beta inhib | HSF-1 act |
| --- | --- | --- | --- | --- | --- | --- | --- | --- | --- | --- |
| CCOC(=O)C1=C(C)N(Cc2ccccc2)C(=O)NC1c1ccccc1OS(=O)(=O)c1ccccc1[N+](=O)[O-] (centres undefined) | nt | 7 | i | 8 | 13 | -1 | 9 | -3 | 1 | 8 |
| CCN(CC)c1ccc(/C=N/OCC(=O)Nc2cccc(C)c2)cc1 | 0 | -7 | i | 0 | 17 | 0 | 9 | 4 | -3 | -3 |
| CC(C)OCCCNC(=O)Cc1ccc(Br)cc1 | -1 | -1 | i | -6 | 18 | -7 | 7 | -2 | 4 | -5 |
| CC(C)C1N=C2c3ccccc3N=C(SCC(=O)NCCc3ccc(S(N)(=O)=O)cc3)N2C1=O (centres undefined) | 1 | -5 | i | 15 | 18 | 3 | -8 | 7 | -3 | -5 |
| Cn1c2ccccc2c2nnc(SCC(N)=O)nc21 | -1 | 3 | i | nt | 15 | 3 | 1 | -1 | 1 | -1 |
| Cc1ccc(S(=O)(=O)N(C)CC(=O)N2CCCCCCC2)cc1 | nt | 1 | i | 8 | 10 | 0 | -3 | -2 | 2 | -2 |
| CC(C)COC(=O)N1C[C@H](O)C[C@H]1C(=O)Nc1ccc(Cl)cc1 | 3 | -4 | i | 3 | 6 | -1 | 2 | 8 | -5 | -15 |
| O=C(CSc1nnnn1C1CCCC1)Nc1ccc2c(c1)OCCO2 | 0 | 3 | i | -3 | 12 | 0 | 1 | 0 | -2 | 22 |
| O=c1[nH]c(C2CCCN(S(=O)(=O)c3ccccc3)C2)nc2c1nnn2Cc1ccc2c(c1)OCCO2 (centres undefined) | 4 | -1 | i | -5 | 18 | 0 | 1 | 1 | 0 | -4 |
| C[C@H](NS(=O)(=O)c1ccc(Cl)c(Cl)c1)C(=O)OCc1cc(=O)n2cc(Br)ccc2n1 | 3 | 11 | i | 2 | 17 | -2 | 3 | 5 | 0 | 5 |
| Cc1cccc(NC(=O)Cn2nnc(C(=O)Nc3ccc(F)c(Cl)c3)c2N)c1 | 6 | -14 | i | nt | -11 | 0 | -6 | -5 | -2 | -31 |
| CCc1cccc(NC(=S)N2CCC(c3ccccc3)C2)c1 (centres undefined) | -4 | 18 | i | -2 | -23 | -1 | 2 | -5 | 2 | 23 |
| CCN(CC(=O)Nc1c(C(=O)OC)[nH]c2ccccc12)c1ccc2c(c1)OCO2 | -1 | -11 | i | 2 | 28 | -1 | 10 | 5 | -3 | -3 |
| O=C(COC(=O)c1cccc(O)c1)c1ccccc1 | nt | 25 | i | 4 | 4 | 2 | -8 | 3 | 6 | ? |
| COc1ccc(C(C)=O)cc1COc1cc(C)c(Cl)c(C)c1 | 11 | 4 | i | -10 | 32 | -3 | 1 | -3 | -1 | 23 |
| Cn1c(SCC(=O)Nc2ccc(C(N)=O)cc2)nc2c(c1=O)SCC2 | 1 | 5 | i | -3 | 15 | 0 | 7 | 6 | 0 | 4 |
| CN1/C(=C\C(=O)CSc2nnc(NCc3ccccc3)s2)C(C)(C)c2ccccc21 | 6 | 0 | i | nt | 45 | 2 | 2 | -10 | 4 | 5 |
| COc1ccc(CC(=O)N2CCOCC2)cc1OC | 4 | -6 | i | -4 | 22 | nt | -7 | 7 | 2 | -8 |
| Cc1[nH][nH]c(=O)c1C=NCc1cccnc1 | -1 | 2 | i | 2 | 33 | -1 | -3 | 3 | -1 | 26 |
| CCOC(=O)C1Cn2c(nc3c(c2=O)C2(CCCC2)Cc2ccccc2-3)S1 (centres undefined) | 1 | nt | nt | 6 | nt | 2 | -7 | nt | nt | nt |
| CNS(=O)(=O)c1cccc(C(=O)OCc2cc(Cl)cc3c2OCOC3)c1 | 1 | 6 | i | 3 | 45 | -2 | 14 | 9 | 4 | 31 |
| COc1ccc(N2C(=O)CC(Sc3nnc(-c4ccccc4F)n3C)C2=O)cc1 (centres undefined) | 3 | 3 | i | 5 | 22 | -2 | 11 | -3 | -3 | 0 |
| C=CCn1c(COc2ccc(OC)cc2)nc2ccccc21 | -3 | 33 | i | nt | 30 | 0 | 11 | 9 | 0 | 43 |
| N#CCN(C(=O)COC(=O)C1CC2CCCC(C1)C2=O)c1ccccc1 (centres undefined) | nt | 11 | i | 2 | 11 | 3 | -3 | -6 | -6 | -11 |
| Cc1cc(N2CCN(C)CC2)n2nc(-c3ccc(Cl)cc3)nc2n1 | 0 | 6 | i | 1 | 13 | -5 | 3 | -6 | 2 | -10 |
| CCN(CC)C(=O)CSc1nnc2nnc3cc(C)ccc3n12 | 7 | 12 | i | -6 | 28 | -4 | 1 | -2 | -4 | 10 |
| COc1ccc(C(O)(C2CCCCC2)C(CN2CCCC2)c2ccccc2)cc1 (centres undefined) | -1 | -5 | i | -4 | 5 | 0 | 2 | 12 | -2 | -17 |
| COc1cc(/C=C/c2nc3ccccc3c(=O)[nH]2)cc(OC)c1OC | 0 | -2 | i | -2 | 0 | 1 | -2 | -1 | -1 | -4 |
| CCc1ccc(-n2c(=O)c3ccccc3n3c(=S)[nH]nc23)cc1 | 1 | 0 | i | 13 | 5 | 0 | 8 | 1 | 3 | -7 |
| O=C(COc1ncnc2cc([N+](=O)[O-])ccc12)N(CCc1ccccc1)Cc1ccccc1 | -1 | 0 | i | 0 | 7 | -3 | 0 | -8 | 2 | -4 |
| CC(C)N(Cc1ccccc1)C(=O)CN1C(=O)COc2ccc(S(=O)(=O)N3CCCCCC3)cc21 | -5 | 3 | i | -3 | 21 | 1 | 6 | -36 | 2 | 7 |
| CCCCCCn1cc(C(=O)OCC)c(=O)c2cc(F)c(F)cc21 | 1 | -20 | i | 1 | 2 | -6 | 9 | -17 | 2 | -38 |
| O=C1CC(c2ccco2)CC(O)=C1C=NCC1CCNCC1 (centres undefined) | 5 | -12 | i | 2 | 30 | 1 | 6 | -13 | 1 | -2 |
| O=C(Nc1ccc2c(c1)OCCO2)C1CC1c1ccccc1 (centres undefined) | 7 | -8 | i | -1 | -64 | 0 | -3 | 13 | -1 | -19 |
| COc1ccccc1C1=NOC(Cn2c(NCCOCCO)nc3c2c(=O)n(C)c(=O)n3C)C1 (centres undefined) | 0 | -8 | i | nt | 2 | 5 | 3 | 1 | -1 | 0 |
| Nc1ccccc1-c1ccccc1N | -1 | 0 | i | -3 | 15 | -4 | 0 | -4 | 0 | 3 |
| Fc1ccc(-c2csc(N3CCOCC3)n2)cc1 | 4 | 25 | i | -6 | 31 | -4 | 5 | -11 | 0 | 18 |
| COc1ccc(S(=O)(=O)N2CCC(C(=O)NCCC(=O)Nc3cccc(OC)c3)CC2)cc1 | -3 | -4 | i | 3 | 1 | 1 | 5 | 2 | -19 | -2 |
| CC(C)(C)OC(=O)NCCCC[C@H](NC(=O)c1[nH]cnc1C(=O)Nc1ccc(Cl)cc1)C(=O)OC(C)(C)C | nt | 0 | i | 5 | 0 | 1 | ? | -1 | 2 | -8 |
| COc1cccc(C2CC(c3ccccc3C)n3nc(N)nc3N2)c1 (centres undefined) | -4 | -9 | i | -5 | 5 | nt | 5 | 0 | 0 | -27 |
| CCN1CCN(c2cc(C)c3cc(NC(=O)c4cccs4)ccc3n2)CC1 | 0 | 15 | i | 14 | 20 | 0 | 4 | 9 | 1 | 16 |
| CN(C)CCNC(=O)c1c(CSc2ccc(Cl)cc2)noc1C(=O)NCc1ccccc1 | nt | 8 | i | -5 | 7 | 1 | 0 | -1 | 0 | -4 |
| COc1ccc(/C=C(/NC(=O)c2ccco2)C(=O)N2CCCC2=O)cc1 | -2 | 0 | i | 0 | 32 | -2 | 8 | -6 | -3 | -2 |
| O=C(OCc1ccc(Cl)c(Cl)c1)c1cccnc1Cl | 0 | 5 | i | -7 | 8 | -3 | -13 | -2 | 0 | 13 |
| CN(C)c1ccnc2c[cH-]cc12.[Fe].c1ccc(-[c-]2[c-](-c3ccccc3)[c-](-c3ccccc3)[c-](-c3ccccc3)[c-]2-c2ccccc2)cc1 (centres undefined) | nt | 2&-9 | i | 14&-5 | 43&37 | 0&-2 | 9&-9 | -1&-2 | 2&0 | 8&-11 |
| COc1ccc(NC(=O)CSc2nc3ccccc3c(=O)n2CCCN2CCCCC2)c(OC)c1 | 9 | 3 | nt | -4 | 1 | 4 | 7 | 2 | 3 | 7 |
| O=C(COC(=O)c1ccc2c(c1)OCO2)Nc1ccccc1 | 3 | 4 | i | nt | -14 | 0 | -2 | 5 | 3 | 16 |
| Cc1cc(=O)oc(C)c1C(=O)Nc1ccccc1F | -2 | -3 | i | nt | 6 | 6 | 4 | 0 | 1 | -1 |
| CC[C@@H](NS(=O)(=O)c1ccc(C)cc1)C(=O)Oc1ccc2c3c(c(=O)oc2c1)CCC3 | 2 | 5 | i | 12 | 39 | nt | nt | -8 | -4 | 20 |
| CCN(CC)C(=O)CC(c1ccc2c(c1)OCO2)c1c(O)cc(OC)cc1OC (centres undefined) | nt | 3 | i | 5 | 34 | nt | 5 | 0 | 2 | 11 |

(continued)
| Molecule | HSP90 inh | HSF1 inh | PolyA inh | Dyrk1A ADPGlo | AI-2 QS mod | GSK3A inh | HDAC3 inh | Platelet DG rel | GSK3beta inhib | HSF-1 act |
| --- | --- | --- | --- | --- | --- | --- | --- | --- | --- | --- |
| Cc1cc2cccc(C)c2nc1SCC(=O)NCC1CCCO1 (centres undefined) | -1 | 8 | i | -2 | 29 | 1 | 6 | -2 | -3 | 5 |
| CCn1c(SCC(=O)NCc2ccco2)nnc1-c1ccc(N)cc1 | 2 | -1 | i | -3 | 3 | -1 | -9 | 3 | -1 | 2 |
| COc1ccc(CNC(=O)CCCn2nc(C)c3c(C)n(-c4ccc(C)cc4)nc3c2=O)cc1OC | -1 | -8 | i | 8 | 9 | 1 | ? | -2 | 2 | -17 |
| Cc1ccc(/C=C/c2ccc(=O)n(Cc3ccc(F)cc3)n2)cc1 | 0 | -1 | i | 3 | 59 | -1 | 5 | 0 | 1 | -1 |
| COC(=O)/C(=C/c1ccco1)NC(=O)c1ccco1 | -1 | -4 | i | -4 | 34 | -4 | 6 | 0 | 1 | -6 |
| O=C(CCc1cccc(Cl)c1)N1CCCC(Nc2ccccc2)C1 (centres undefined) | 0 | 5 | i | nt | 7 | -1 | 2 | -9 | 0 | 11 |
| O=S(=O)(NCc1ccccn1)c1ccc(Cl)c(C(F)(F)F)c1 | 3 | 1 | i | -4 | 6 | 0 | 3 | 3 | 2 | 9 |
| COC(CN(C)C(=O)c1ccc(CS(=O)(=O)c2ccccc2C)o1)OC | -4 | -1 | i | -4 | 18 | -1 | -9 | 4 | 2 | 21 |
| Cn1c(=O)oc2cc(S(=O)(=O)N3CCC(C(=O)N4CCc5ccccc5C4)CC3)ccc21 | 5 | 0 | i | 16 | -2 | -1 | -4 | -11 | 0 | -6 |
